MPTP inh – mitochondrial permeability transition pore inhibitors, primary screen, biochemical, isolated mouse mitochondria, absorbance. AID 602449, 2012. inhibition, % at 10 µM. 1.4% of 360,000 active. Ca2+ swelling absorbance, 30 min;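 active means inhibition of 50% or more, scaled per plate between neutral and stimulator controls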;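 further: 0% = DMSO wells given calcium and 100% = 1 mM EGTA wells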
NLRP3 yeast inh – NALP3 inflammasome inhibitors in reconstituted yeast, primary screen, luminescence, uHTS; 0.39% of 330,000 active; inhibition, % at 10 µM; Yeast reconstituted NLRP3/ASC/caspase-1, beta-gal luminescence, 24 h;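 active means inhibition of 50% or more; inactive means inhibition below 50%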;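 further: plate controls were induced DMSO wells for no effect and uninduced yeast grown without galactose for full effect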
tim10-1 inh – growth inhibitors of tim10-1 mutant yeast, primary screen, luminescence, uHTS; inhibition, % at 20 µM; S. cerevisiae tim10-1 ts strain growth, BacTiter-Glo, 24 h; AID 463190, 2010; 2.2% of 330,000 active;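 active means inhibition of at least 40%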;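 further: mutant grown at 25 °C; 0% = DMSO wells with yeast and 100% = wells holding no yeast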
APJ agonist – agonists of human apelin receptor APJ, primary screen, CHO-K1 cells, PathHunter beta-arrestin, luminescence; 0.11% of 330,000 active; activation, % at 20 µM; 0% DMSO wells, 100% apelin; AID 2520, 2010;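 active means activation more than six SD over the plate average, tested at 20 µM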;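 further: 0% = DMSO alone and 100% = apelin-13 at 10 nM; some results filed as inactive read as strong as hits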
Target sequence (P35414 whole entry, looked up): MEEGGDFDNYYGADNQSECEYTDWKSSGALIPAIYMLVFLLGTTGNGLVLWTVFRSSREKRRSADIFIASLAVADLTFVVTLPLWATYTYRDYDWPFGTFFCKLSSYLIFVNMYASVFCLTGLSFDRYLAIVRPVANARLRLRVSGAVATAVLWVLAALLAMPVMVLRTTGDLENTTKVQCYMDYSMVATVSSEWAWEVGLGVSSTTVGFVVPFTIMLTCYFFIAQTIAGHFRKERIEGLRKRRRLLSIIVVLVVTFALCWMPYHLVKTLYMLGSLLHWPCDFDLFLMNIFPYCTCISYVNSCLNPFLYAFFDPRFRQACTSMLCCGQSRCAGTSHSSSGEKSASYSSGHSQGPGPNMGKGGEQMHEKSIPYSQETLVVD
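Assay system – PathHunter CHO-K1 APJ (AGTRL-1) beta-arrestin reporter cells · Compound – one dose, 20 µM compound, 1% DMSO · Timing – compound 90 min 25 °C, reagent 1 h · Measured by – luminescence from split beta-galactosidase complementation, Galacton Star/Emerald II substrate · Measure – beta-arrestin recruitment to APJ as agonist activity, luminescent signal · Benchmarks – DMSO vs Apelin-13 10 nM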
MIN6 prolif – inducers of MIN6 beta-cell proliferation, primary screen, ATP luminescence, uHTS | proliferation, % at 10 µM | MIN6 cells proliferation, ATPlite luminescence, 48 h; cells starved in 0.2% serum; 100% = growth in 10% serum | 0.29% of 330,000 active;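 active means compounds whose signal lies at least 3.5 SD above the mean of all wells on their plate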;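 further: 0% = DMSO-treated cells in low-serum medium and 100% = 10% serum control; some compounds called inactive have numbers as strong as hits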
TIM10 inh – growth inhibitors of isogenic TIM10 control yeast, primary screen, counter-screen for tim10-1 yeast inhibitor project, luminescence, uHTS. 1.4% of 330,000 active. S. cerevisiae TIM10 strain growth, BacTiter-Glo luminescence, 24 h. AID 463195, 2010. inhibition, % at 10 µM;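 active means inhibition of 40% or more at the single tested concentration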;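 further: wild-type TIM10 isogenic control strain grown at permissive 25 °C; 0% = DMSO yeast wells and 100% = minimal medium wells without yeast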
GRIN3A LBD mod – binders of NR3A ligand-binding domain, primary screen, biophysical, differential scanning fluorimetry, uHTS | NR3A LBD differential scanning fluorimetry, Tm shift; 0% = protein alone, 100% = glycine-bound protein | Tm shift relative to glycine control, % at 25 µM | 2.5% of 340,000 active;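 active means melting temperature shift of at least 10% of the positive control shift, at one fixed dose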
tim23-1 inh – growth inhibitors of tim23-1 mutant yeast, primary screen, luminescence, uHTS; S. cerevisiae tim23-1 growth, BacTiter-Glo luminescence, 24 h; inhibition, % at 20 µM; 1.3% of 330,000 active; AID 463212, 2010;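 active means growth inhibition of the mutant yeast at or above 50%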;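 further: temperature-sensitive mutant grown at 25 °C; plate controls were DMSO-treated mutant yeast for no effect and medium wells lacking yeast for full effect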
APJ antag – antagonists of human apelin receptor APJ, primary screen, CHO-K1 cells, beta-arrestin complementation, luminescence; AID 2521, 2010; inhibition, % at 20 µM; 0.32% of 330,000 active; P35414;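 active means inhibition above about 40% at 20 µM, limit read from the data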;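 further: cells challenged with 10 nM apelin-13 agonist together with compound; plate controls were apelin-13 plus DMSO wells for no effect and DMSO wells lacking apelin-13 for full effect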
* marks the source's active call; other numbers are inactive results; . = not tested or not shown.

SMILES	MPTP inh	NLRP3 yeast inh	tim10-1 inh	APJ agonist	MIN6 prolif	TIM10 inh	GRIN3A LBD mod	tim23-1 inh	APJ antag
CC(C)CC(NC(N)=O)C(=O)OCC(=O)NC(=O)NC1CCCC1 (stereo not given)	0.4	6	15	5	-1	-3	-1	8	-16
CCOC(=O)N1CCN(C(=O)C(=O)Nc2ccc3nc4n(c(=O)c3c2)CCCCC4)CC1	-1.0	-9	11	1	-1	3	1	7	14
COc1ccc(-c2ccncc2)cc1OC	-0.2	20	-16	0	10	0	0	10	3
COC(=O)C(C(=O)OC)C(C)C(C(=O)OC)C(=O)OC	-11	7	-1	-2	-1	-7	0	4	-2
COc1cccc(NC(=O)Nc2cc(C)ccc2OC)c1	15	36	40*	-1	-2	38	-4	36	-3
O=C(Cn1ncc2c([nH]c3ccccc32)c1=O)N1CCN(c2ccccc2F)CC1	0.5	10	2	2	-3	-25	3	-12	4
Cn1c(-c2ccc3ccccc3n2)nc2cnccc21	1.6	31	22	3	-2	-3	-4	3	-11
O=C(c1ccco1)N1CCCSC1=Nc1ccccc1	1.2	2	8	-3	0	13	1	8	18
COc1ccc(CNS(=O)(=O)c2ccc(-c3cc(C)no3)cc2)cc1	0.4	9	16	4	-2	3	-1	26	8
CCn1c(SCC(=O)Nc2sc(C)c(C)c2C#N)nnc1C1CC1	0.3	9	0	0	-3	4	-1	13	3
CCc1nnc(NC(=O)c2ccc(-c3ccccc3Cl)o2)s1	-3.0	-3	19	-3	3	4	0	-11	12
CCOC(=O)N1CCN(S(=O)(=O)c2cc(Cl)ccc2Cl)CC1	1.0	13	-2	2	-3	-17	0	18	-12
CC(C)NC(=O)Nc1ccc2c(c1)C(=O)N([C@H](C)CO)C[C@H](C)[C@@H](CN(C)C(=O)Nc1ccc3c(c1)OCO3)O2	-1.9	-6	7	-2	2	0	0	12	10
O=C(CNC(=O)c1cccs1)NCC(=O)OCC(=O)c1ccccc1	-0.5	10	-13	-1	1	-14	0	2	-8
CCOc1cc(C)c(Cl)cc1S(=O)(=O)n1ccnc1	-3.4	8	-4	-3	-2	3	0	-50	-16
c1ccc(-c2nnc(CSc3ccc4c(c3)OCCO4)o2)cc1	-2.1	19	29	-1	0	13	-2	16	19
Cc1cc(C)n2c(SCC(=O)Nc3ccccc3C#N)nnc2n1	-2.1	6	7	-1	-4	10	-3	7	-18
Cc1c(/C=N/Nc2ccc([N+](=O)[O-])cn2)c2ccccc2n1Cc1ccccc1	5.5	16	5	-4	-4	0	-2	10	1
Cc1ccc(/C=N/NC(=O)c2nnn(-c3nonc3N)c2CSc2ccccc2)o1	1.9	11	10	-1	-3	8	-4	22	-4
O=C(NCCN1C(=O)S/C(=C\c2cccnc2)C1=O)c1ccc([N+](=O)[O-])s1	1.1	9	4	20	-1	16	0	17	-109
COc1ccc(NC(=O)N2CCCC2C(=O)Nc2ccc(C)cc2)cc1 (stereo not given)	-1.9	15	0	-2	-3	-1	1	-2	8
CCN(CC)C(=O)Cn1cc(C(=O)C(=O)NCCc2ccccc2)c2ccccc21	0.3	13	21	-1	-2	21	-3	17	8
COc1cc([N+](=O)[O-])ccc1NC(=O)NNC(=O)C(C)Oc1ccc(F)cc1F (stereo not given)	-0.4	14	-13	3	4	-6	-4	7	4
COc1ccc(C(=O)OC(C)CN2CCN(C)CC2)cc1OC (stereo not given)	22	-15	8	2	-3	-5	0	5	-2
COc1ccc(NC(=O)c2c(SC)nsc2SC)cc1	3.8	-4	4	-4	-3	1	1	11	5
Nc1nc2c(c(=O)[nH]1)CN(Cc1ccccc1)CC2	-0.7	16	1	1	3	4	0	15	-1
CCOc1ccc(Oc2ccc(S(=O)(=O)N3CCOCC3)cc2NC(=O)CCNC(C)=O)cc1	-1.0	10	-10	14	-1	-2	0	0	6
O=C(Nc1ccccc1C(F)(F)F)N1CCN(C(c2ccccc2)c2ccccc2)CC1	4.0	3	17	-4	-4	27	0	21	10
Cc1sc2nc(SCC(=O)NCc3ccco3)n(C)c(=O)c2c1C	-0.1	3	20	-1	0	9	0	24	16
O=C(CCCC(=O)NCc1ccccc1)NCc1ccccc1	-0.8	9	10	0	0	-15	-2	10	2

A stretch from further up, as a working copy:
SMILES	MPTP inh	NLRP3 yeast inh	tim10-1 inh	APJ agonist	MIN6 prolif	TIM10 inh	GRIN3A LBD mod	tim23-1 inh	APJ antag
Cc1sc2nc(SCC(=O)NCc3ccco3)n(C)c(=O)c2c1C	-0.1	3	20	-1	0	9	0	24	16
O=C(CCCC(=O)NCc1ccccc1)NCc1ccccc1	-0.8	9	10	0	0	-15	-2	10	2

Single entries from above.
Reading of `COc1ccc(NC(=O)N2CCCC2C(=O)Nc2ccc(C)cc2)cc1` (stereo not given) under APJ agonist: -2
Reading of `COc1ccc(NC(=O)c2c(SC)nsc2SC)cc1` under NLRP3 yeast inh: -4

New compounds follow:
SMILES	MPTP inh	NLRP3 yeast inh	tim10-1 inh	APJ agonist	MIN6 prolif	TIM10 inh	GRIN3A LBD mod	tim23-1 inh	APJ antag
CCN(CC)CCCNC(=S)N(Cc1ccco1)Cc1cc2cc3c(cc2[nH]c1=O)OCCO3	.	-4	-4	-2	0	2	.	2	10
CN(Cc1ccc(C(F)(F)F)cc1)C(=O)c1ccc2ccccc2n1	1.3	10	17	-2	0	5	0	16	13
CC(=O)Nc1ccc(Sc2ccccc2C(=O)O)c(C(=O)O)c1	1.4	9	0	-3	-2	13	0	-3	18
O=C(CSc1nnc(-c2ccc(O)cc2)n1Cc1ccco1)c1ccccc1	-2.1	22	-5	-1	-3	-15	-1	-7	-1
Cc1cc(C(=O)NCC(=O)OCC(=O)N2CCCCCC2)ccc1[N+](=O)[O-]	2.1	0	4	0	3	6	1	4	-4
CC(Oc1ccccc1)C(=O)OCC(=O)Nc1ccc2c(c1)OCO2 (stereo not given)	-1.4	15	6	0	-4	3	2	16	7
CN(C)S(=O)(=O)c1cc(NC(=O)CN2CCN(c3ccccc3O)CC2)ccc1Cl	0.3	3	12	-6	0	-10	-1	13	-7
CCOc1ccccc1C(=O)OCC(=O)Nc1cc(Cl)ccc1Oc1ccccc1	2.4	4	19	-5	-6	28	2	13	8
CCN(CC)S(=O)(=O)c1cccc(C(=O)OCC(=O)NCCN2C(=O)CSC2=O)c1	-2.9	16	5	1	-1	0	-1	6	6
CN(C)CCCn1c(=O)n(C2CCCCC2)c(=O)c2c3c(sc21)CCCCC3	1.2	15	18	-2	-7	19	0	4	-16
CC1CC(C)(C)NC(=S)N1CCC(=O)N1c2ccccc2CC1C (stereo not given)	0.5	12	32	-2	-2	8	0	7	2
CSc1nnc(Nc2ccccc2C)s1	-1.0	6	34	-3	-2	7	1	10	0
Cn1c(SCC(=O)O)nnc1-c1cccc(NC(=O)c2cccc3ccccc23)c1	0.6	4	-6	2	2	-16	0	15	14
O=C(NC(=S)Nc1sc2c(c1C(=O)O)CCCC2)c1ccccc1	0.8	14	-32	-3	0	5	-5	39	20
CN(C(=O)COC(=O)CNC(=O)c1sc2ccccc2c1Cl)C1CCS(=O)(=O)C1 (stereo not given)	0.1	11	7	-2	1	-2	7	4	2
Cc1cc(C)n(-c2nc3ccccc3s2)n1	-2.0	-5	12	-2	-2	-2	0	11	12
COc1ccc(S(=O)(=O)N2CCCCCC2)cc1C(=O)N(C)CC(=O)Nc1ccccc1Br	-0.5	1	6	-2	5	10	2	8	8
Cc1cc(C(=O)Nc2cccc(C)c2C)c2ccccc2n1	-0.1	14	9	3	0	2	-1	8	5
Cc1cccc(NC(=S)NNC(=S)NCc2ccccc2)c1	42	16	12	-2	-3	33	1	8	17
O=C(CCn1cccn1)Nc1ccc2c(c1)OCCO2	-0.8	5	-8	0	-1	-2	2	-7	15
Clc1ccccc1-c1ncnc2ccc(Br)cc12	1.6	-5	12	-2	0	-7	0	0	0
Cc1cc(O)c(C=O)c2c1C(=O)Oc1c(CO)c(O)c3c(c1O2)C(O)OC3=O (stereo not given)	-2.1	3	-1	-2	-3	-21	1	10	15
COc1ccc(C(=O)N(Cc2ccccc2)c2cccc(C)c2)c(OC)c1OC	1.0	18	25	-6	7	15	2	36	7
CN(CCC1CCOCC1)C(=O)C1CCC(=O)N(CCc2ccc(Cl)cc2)C1 (stereo not given)	-1.5	14	3	-1	-1	12	0	-1	24
COc1ccc(C(=O)C(C)N(C(=O)c2ccc(Cl)cc2Cl)N2C(=O)C3C4C=CC(C4)C3C2=O)cc1 (stereo not given)	-1.5	10	47*	-1	-6	22	-1	42	7
CN1C(C(=O)NCc2cccc(Br)c2)CC2Cn3c(nc4cc(Cl)c(Cl)cc43)C21 (stereo not given)	0.0	18	12	-2	3	4	-7	22	15
COc1ccc([C@H]2CC(=O)C=C(c3ccc(CO)cc3)C2)cc1	1.3	18	10	-3	0	11	1	21	11
COc1ccc(NC(=S)N(CCCN2CCCC2)Cc2cccs2)cc1	1.4	13	-15	-1	4	5	-2	2	2
Cc1ccc(-n2ncc3c(=O)n(CC(=O)N4CCN(C(=O)c5ccco5)CC4)cnc32)cc1	-0.3	10	9	-4	-3	10	3	7	25
O=C(CN(Cc1ccccc1)S(=O)(=O)c1ccccc1)N/N=C/c1ccc2c(c1)OCO2	2.9	2	11	-2	-1	7	-11	28	11
O=C(NC1CCCCC1)Oc1cccc2ccccc12	0.0	15	0	-3	0	17	1	2	7
CCc1ncc(C(O)c2cccc(OC)c2OC)n1C (stereo not given)	-2.7	-3	5	-4	-2	-1	0	-5	12
O=[N+]([O-])c1ccccc1/C=C\C=N\N1CCN(c2ccccc2)CC1	1.2	11	26	-1	-2	14	1	22	-4
Oc1ccccc1/C=N/n1c(-c2cccs2)n[nH]c1=S	2.6	6	15	0	-1	8	-24	-7	-6
O=C(Nc1ccccc1)c1ccccc1N=Cc1ccccc1O	1.2	17	-5	-2	0	4	-5	12	-4
COc1ccc(C(=O)NC2CCCCCC2)cc1OC1CCN(C(C)=O)CC1	-0.8	15	-2	-2	-2	11	-1	-4	-3
COc1cc(NC(=O)c2ccccc2)ccc1NC(=O)Cc1ccccc1	0.3	10	9	0	1	2	4	26	7
CC(C)C(NC(=O)OC(C)(C)C)C(=O)NC(CCC(=O)OCc1ccccc1)C(N)=O (stereo not given)	2.9	3	5	-1	-1	-8	0	-1	2
Cc1ccc(-c2nn(C)c(=O)c3ccccc23)cc1CNC(=O)CSc1nc2ccccc2o1	1.4	7	21	0	-2	16	-3	6	9
Oc1ccc(/C=N/NC(=S)Nc2cccnc2)c(O)c1	2.8	1	28	-2	-7	6	12*	9	13
COC(=O)CN(C#N)c1nc(OC)nc(N(C)C)n1	-1.7	6	-9	-2	3	8	-2	-13	14
COc1ccc(S(=O)(=O)N2CCCCC2)cc1NC(=O)CN1CCN(C(C)=O)CC1	0.9	15	12	0	1	-4	-1	9	1
COc1ccccc1C1CCN(Cc2cccc(C(=O)N3CCC(O)CC3)c2)CC1	1.1	9	12	1	-1	-4	1	4	17
CC(CC(=O)Nc1nncs1)c1ccccc1 (stereo not given)	14	0	4	-2	3	4	0	16	1
Cc1ccc2c(c1)N(Cc1cccc(F)c1)C(=O)C(C)O2 (stereo not given)	-0.2	-14	-3	-2	-1	12	1	21	4

Screening results from PubChem BioAssay.
